FBW7 act – human FBW7 E3 ligase activation, primary screen; normalized activity (activation), % at 26.1 µM; Q969H0; 650,000 tested, 0.13% active; AID 1259310; AlphaScreen FBW7–phospho-cyclin E peptide binding, activator screen; in the data active means normalized activity above about 1.9%;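 further: purified mutant Fbw7 with reduced substrate affinity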
GPR151 ag – activators of human GPR151; Q8TDV0; PathHunter beta-arrestin GPR151 cells, luminescence; activation, % at 11.2 µM; AID 1508602; 650,000 tested, 1% active; in the data active means activation above about 4.9%;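 further: 0% = median of compound wells and 100% = cells with positive control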
Target sequence (Q8TDV0 whole entry, looked up): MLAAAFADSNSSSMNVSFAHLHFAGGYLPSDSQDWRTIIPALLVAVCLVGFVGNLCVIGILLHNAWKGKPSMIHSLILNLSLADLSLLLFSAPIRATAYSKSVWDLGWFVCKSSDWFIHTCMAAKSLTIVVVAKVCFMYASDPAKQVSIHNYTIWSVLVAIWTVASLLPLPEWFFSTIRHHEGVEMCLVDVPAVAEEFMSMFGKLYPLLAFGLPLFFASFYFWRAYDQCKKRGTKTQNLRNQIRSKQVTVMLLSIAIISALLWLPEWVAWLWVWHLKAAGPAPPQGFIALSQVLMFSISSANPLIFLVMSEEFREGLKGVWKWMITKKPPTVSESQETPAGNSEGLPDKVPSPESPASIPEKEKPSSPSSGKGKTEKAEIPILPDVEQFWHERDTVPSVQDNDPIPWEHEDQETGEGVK
MITF primary – human MITF inhibition, primary screen. AID 1259374. 650,000 tested, 0.91% active. AlphaScreen MITF homodimerization, bead proximity signal. O75030. inhibition, % at 2.6 µM; in the data active means inhibition above about 50%;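 further: 0% = vehicle wells with protein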
Target sequence (O75030 whole entry, looked up): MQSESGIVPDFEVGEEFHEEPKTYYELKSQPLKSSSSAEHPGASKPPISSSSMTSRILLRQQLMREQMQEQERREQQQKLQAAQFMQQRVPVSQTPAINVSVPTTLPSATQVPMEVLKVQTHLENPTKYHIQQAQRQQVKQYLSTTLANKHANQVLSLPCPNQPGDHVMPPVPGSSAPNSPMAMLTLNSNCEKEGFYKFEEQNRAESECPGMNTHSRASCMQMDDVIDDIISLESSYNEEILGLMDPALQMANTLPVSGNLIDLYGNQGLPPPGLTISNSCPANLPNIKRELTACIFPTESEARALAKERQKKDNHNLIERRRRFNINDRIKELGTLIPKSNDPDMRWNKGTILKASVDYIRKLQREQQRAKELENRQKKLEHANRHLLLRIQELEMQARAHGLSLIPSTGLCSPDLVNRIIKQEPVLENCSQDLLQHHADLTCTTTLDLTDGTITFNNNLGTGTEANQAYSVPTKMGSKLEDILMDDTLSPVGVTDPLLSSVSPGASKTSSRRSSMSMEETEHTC
TEAD-YAP inh – TEAD-YAP interaction inhibition; inhibition, % at 9.12 µM; 640,000 tested, 1.4% active; AID 1259422; HEK-TIYL cells, TEAD-Gal4/YAP UAS-luciferase luminescence; in the data active means inhibition above about 32%;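 further: 0% = median of test compound wells and 100% = reference inhibitor wells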
* = called active by the depositor; · = not tested or not shown.

smiles,TEAD-YAP inh,FBW7 act,MITF primary,GPR151 ag
O=C(CSc1nncc(=O)[nH]1)Nc1cc(C(F)(F)F)ccc1Cl,14,0.0,2,4.6
Fc1ccc(-c2cnc(N3CCC4(CC3)OCCO4)nc2)cc1,43*,0.1,9,-11
CCCCN(C)CCCNC(=O)CCCn1c2ccccc2c2cn[nH]c(=O)c21,-4,0.1,-103,-0.5
Cc1ccc(S(=O)(=O)NCC(=O)OCc2ccc(Cl)cc2)cc1,-2,-0.1,-5,0.8
O=S(=O)(c1ccccc1)N1CCN(c2ccccc2)CC1,1,0.0,-7,-0.3
Cc1cccc(NC(=O)C(=O)NCC(c2ccc3c(c2)OCO3)N2CCN(C)CC2)c1 (centres undefined),-6,-0.5,2,4.0
Cc1ccc(N2CN=C3SCC(=O)N3C2)cc1,-14,-0.4,-1,0.1
Cc1cc([N+](=O)[O-])nn1CC(=O)Nc1cc(F)ccc1F,-3,-0.2,-6,1.3
COc1ccc(N2C(=O)N(c3ccc(F)cc3)C3CS(=O)(=O)CC32)cc1 (centres undefined),-1,0.0,-4,1.1
CC1CC(=O)Nc2ccc(N)cc2N1C (centres undefined),-2,-0.3,-4,-0.9
C=CCc1cccc(/C=N/NC(=O)CCC(=O)Nc2ccc(F)cc2)c1O,11,0.0,-9,-1.0
Oc1ccc(C=Nc2ccc(Cl)cc2)c(O)c1O,-4,-0.2,31,0.3
COc1ccc(/C=C2\N=C(C(C)(C)C)OC2=O)c(OC)c1,-10,0.0,-2,-0.1
Cc1cc2oc(=O)cc(-c3oc4ccccc4c3NC(=O)c3ccco3)c2cc1C,7,0.1,11,0.0
CCCCOc1ccc(C(=O)N(c2ccc(F)cc2)C2C=CS(=O)(=O)C2)cc1 (centres undefined),8,0.3,21,-0.6
CN(CC(=O)Nc1ccc(F)cc1)C(=O)COC(=O)c1nc(Cl)ccc1Cl,-9,0.1,1,-0.6
Cc1ccc2nc(-c3ccc(NC(=O)c4cccs4)cc3)sc2c1,-35,0.0,-1,-1.3
COc1cc(/C=C\C(=O)Nn2c(-c3cccc(Cl)c3)nc3ccccc3c2=O)cc(OC)c1OC,-3,0.0,-2,1.0
O=C(/C=C/c1ccco1)OCCOC(=O)c1ccccc1,4,0.0,-7,-0.5
O=C(CN1CCc2ccccc21)NN1CC(=O)N(c2ccccc2)CC1=O,6,-0.1,12,-0.4
Cc1ccc(NC(=O)Cn2cnc3sc4c(c3c2=O)CCCC4)cc1,-4,0.2,19,-1.6
O=C(C1COc2ccccc2O1)N1CCCCC1 (centres undefined),-7,0.1,6,-0.9
O=[N+]([O-])c1ccccc1CN1CCN(c2ncccn2)CC1,3,0.0,25,1.0
COc1ccc(CNc2ccc3ncc(-c4ccc(OC)nc4)n3n2)cc1,5,0.8,8,-0.4
COc1ccc(CCNC(=O)CCCCCn2c(SCC(=O)NCCc3ccccc3)nc3cc4c(cc3c2=O)OCO4)cc1OC,-2,0.3,8,1.4
Cc1ccc2nc(NCCc3ccccc3)c3nnnn3c2c1,0,-0.1,-7,0.5
CCOC(=O)/C(C#N)=C/Nc1ccc(F)cc1,-10,0.0,-14,-1.1
CC(=O)Nc1ccc2nc(NC(=O)c3cc4cc([N+](=O)[O-])ccc4s3)sc2c1,17,0.1,-12,0.3
COc1ccc(OC)c(/C=C/C(=O)Nc2ccc(OC)cc2OC)c1,-15,-0.1,2,-1.4
O=C(NC1CCCCCCC1)c1ccc(N2CCCC2=O)cc1,-57,-0.1,2,-1.0
COC(=O)C1OC(OC(C)=O)C(OC(C)=O)C(OC(C)=O)C1OC(C)=O (centres undefined),-7,0.1,16,-2.5
O=C(COC(=O)C1=NNC(=O)CC1)NCc1cccs1,-1,-0.1,-10,0.9
CCSc1ncc(Cl)c(C(=O)Nc2cccc([N+](=O)[O-])c2)n1,-2,-0.1,1,-2.0
COc1ccc(CNC(=O)c2cn(C)nc2OC)cc1,0,0.0,-4,1.4
CNC(=O)c1ccc2nc(N3CCC(C)CC3)sc2c1,-50,0.1,6,-0.3
CCn1c(COc2cccc3cccnc23)nc2ccccc21,3,0.0,0,-0.5

Five compounds from above with just FBW7 act.
SMILES	FBW7 act
CC(=O)Nc1ccc2nc(NC(=O)c3cc4cc([N+](=O)[O-])ccc4s3)sc2c1	0.1
COc1ccc(OC)c(/C=C/C(=O)Nc2ccc(OC)cc2OC)c1	-0.1
O=C(NC1CCCCCCC1)c1ccc(N2CCCC2=O)cc1	-0.1
COC(=O)C1OC(OC(C)=O)C(OC(C)=O)C(OC(C)=O)C1OC(C)=O (centres undefined)	0.1
O=C(COC(=O)C1=NNC(=O)CC1)NCc1cccs1	-0.1

(more compounds)
smiles,TEAD-YAP inh,FBW7 act,MITF primary,GPR151 ag
NC(=O)c1ccccc1NC(=O)/C=C/c1ccc2c(c1)OCO2,7,0.1,4,-4.7
O=C(O)C1CN(C(=O)c2ccc(Oc3ccccc3)cc2)C1,6,-0.1,2,-0.7
COc1ccc(Nc2nnc(SCC(C)=O)s2)cc1,-37,0.0,1,-1.6
CCOCCCNC(=O)C(C)n1c2ccccc2c2cnn(C)c(=O)c21 (centres undefined),-4,0.1,4,0.2
CCOC(=O)c1c(/N=c2\oc3ccccc3cc2C(=O)Nc2ccccc2F)sc2c1CCCC2,-13,0.0,-3,0.0
CCN(CC)CCNC(=O)Cn1ncc2c(=O)oc3ccccc3c21,6,0.6,6,-0.4
Cc1cccc(NCC(=O)N/N=C\c2cccnc2)c1,1,0.7,22,-0.7
Cc1ccc(C(=O)N2CCN3C(=O)[C@H](C)NC(=O)[C@H]3C2)cc1F,7,-0.1,-2,0.5
CCOc1ccc2nc(NC(=O)c3ccc(S(=O)(=O)N(CC)CC)cc3)sc2c1,9,0.4,-3,1.1
CC(C)C(=O)Nc1ccccc1-c1nc2ccccc2[nH]c1=O,-8,-0.1,-6,-0.9
Nc1cc(N)nc(SCC(=O)c2ccc(Br)cc2)n1,3,0.0,0,0.8
O=C(/C=C/c1ccc(-c2cccc([N+](=O)[O-])c2)o1)Nc1ccc(Cl)cc1,-2,0.1,8,1.2
Cc1cc(Cl)c(OCCOCCN2CCOCC2)c(Br)c1,-10,-0.2,72*,0.1
Nc1nnc(SCC(=O)n2c3c(c4ccccc42)CCCC3)s1,6,-0.3,-2,1.5
CCOc1ccc(S(=O)(=O)NCCN2CCOCC2)cc1,0,-0.1,1,-0.3
COc1ccc2c3c(c(=O)oc2c1)CN(C(=O)Cc1ccccc1)CC3,8,0.0,17,1.2
CCCCSc1nnc2c(n1)OC(c1ccc(C(=O)O)cc1)Nc1ccc(Br)cc1-2 (centres undefined),-9,-0.1,0,-0.5
CC1=C(C(=O)Nc2cc(C)ccn2)C(c2cccc([N+](=O)[O-])c2)C2=C(CC(C)(C)CC2=O)N1 (centres undefined),-32,0.3,-1,-1.1
CC(C)(C)c1csc2ncc(C(=O)NCc3cccs3)c(=O)n12,-1,-0.1,1,5.2*
COc1ccc(/C=C2\SC(=O)N(CC(=O)NNC(=O)c3ccccc3O)C2=O)cc1,-1,0.0,-2,1.5
O=C(O)c1ccc(S(=O)(=O)c2ccccc2C(=O)O)c([N+](=O)[O-])c1,-5,0.0,28,-2.5
O=C(NC(=S)NCCN1CCOCC1)c1ccc(Cl)cc1,-27,0.6,13,-0.8
Cc1ccc2onc(CNC(=O)N3CCCCC3)c2c1,-10,0.4,7,7.0*
COCCn1cnc2sc(C(=O)Nc3cc(Cl)c(OC)cc3OC)c(C)c2c1=O,-5,0.0,11,0.4
C=CCN(c1ccccc1)S(=O)(=O)c1cccc(C(=O)NNC(=O)c2ccc(C)cc2)c1,3,0.0,1,-1.0
CN(C(=O)c1ccc(N2CCCC2)c([N+](=O)[O-])c1)c1ccccc1,-4,-0.2,8,0.2
COc1ccc2nc(NC(=O)CSc3nc4ccc(C)cc4[nH]3)sc2c1,-23,0.0,11,-1.0
CCc1ccc(S(=O)(=O)N(C(=O)c2ccccc2Cl)c2ccc3oc(C)c(C(C)=O)c3c2)cc1,2,0.1,-1,0.8
CCOC(=O)N1CCc2c(sc3c2C(=O)NC(c2cccs2)N3)C1 (centres undefined),-3,0.1,8,1.0
Cc1oc2ccc(NS(=O)(=O)c3ccc(Cl)cc3)cc2c1C(=O)O,-7,0.0,49,0.6
Cc1cc(C(=O)N2CCCC2C(=O)O)c(C)o1 (centres undefined),-11,0.4,16,-1.4
COCC(C)n1ccc(-c2sc(NCc3cnn(C)c3)nc2C)n1 (centres undefined),-8,0.0,-4,-1.1
Cc1nc(CN(C)C(=O)CC2C(=O)NCCN2Cc2ccc(-c3ccccc3)cc2)cs1 (centres undefined),1,-0.1,4,4.9
O=C(CCN1C(=O)c2ccccc2C1=O)Nc1ccc2c(c1)OCO2,6,0.1,4,-0.4
CCN(CC)c1ccc(C2Nc3ccccc3-c3nnc(SC)nc3O2)cc1 (centres undefined),14,0.1,7,-0.2
CC(NC(=O)CN(C)Cc1cccc(F)c1)c1ccccc1 (centres undefined),4,0.1,12,-1.6
CC1Sc2cc(S(=O)(=O)C(C)CC(=O)Nc3ccc(Cl)cc3)ccc2NC1=O (centres undefined),4,0.0,5,1.6
O=C(Nc1nnc(S(=O)(=O)N2CCOCC2)s1)c1cccc(Cl)c1,-31,-0.1,-12,2.3
O=C(CCSCc1ccccc1Cl)N1CCN(c2ccccc2)CC1,-7,0.0,-9,-0.2
CC(C)C(C(=O)O)N1C(=O)/C(=C\c2ccccn2)SC1=S (centres undefined),3,0.5,7,-1.0
Cc1ccccc1N(C(=O)c1ccccn1)C(C(=O)NCc1ccccc1)c1cccnc1 (centres undefined),6,-0.4,2,3.8
Cc1nonc1NC(=O)OCc1ccccc1,-22,0.2,8,-6.5
CC(C)N(C(=O)Cn1c(Cc2ccccc2)nc2ccccc21)c1ccccc1,-9,-0.1,11,-2.4
CCOc1ccc(C2C(C#N)=C(N)N(c3ncn[nH]3)C3=C2C(=O)CC(C)(C)C3)cc1 (centres undefined),-19,0.4,-3,1.1
Cc1ccc(CN2CCC3(CC2)CC3C(=O)N(C)Cc2nonc2C)s1 (centres undefined),9,-0.2,9,0.6
Cc1ccc2cccc(S(=O)(=O)n3nc(C)cc3C)c2n1,-13,0.1,17,1.8
COc1ccc(C(=O)N/N=C(\C)c2ccc(O)cc2O)cc1,-34,0.0,13,-0.9
CCN(CC(=O)Nc1ccc2c(c1)OCCO2)Cc1cc(=O)oc2cc(C)c(C)cc12,-6,0.0,-5,-0.5
O=C(CSc1nc2sc3c(c2c(=O)[nH]1)CCCC3)N1CCCCC1,0,0.1,12,0.2
CSc1nnc2c(n1)[nH]c1ccc(Cl)cc12,0,0.1,11,1.7
Cc1cccc(NC(=O)CSc2ncc(-c3ccccc3)[nH]2)c1,-2,-0.1,81*,2.4
O=Cc1ccc(OCCCCN2CCOCC2)cc1,-2,-0.2,34,0.4
O=C(CCc1ccccc1)Nc1nnc(S(=O)(=O)N2CCOCC2)s1,4,0.0,11,3.4
CCC1CCCCN1C(=O)c1cc(-c2ccc(F)cc2)on1 (centres undefined),-12,0.5,2,-0.6
COc1cccc(C(=O)Nc2nc3c(Br)cccc3s2)c1OC,-6,0.0,-6,-1.7
CCOC(=O)c1sc2nc(CC(=O)OC)nc(NCCCOC)c2c1C,15,0.5,15,0.0
Cc1ccsc1/C=N/NC(=O)c1ccc(N)cc1,-33,-0.2,-1,1.1
COc1cccc(C2C(C(=O)Nc3cc(C)ccn3)=C(C)NC3=C2C(=O)CCC3)c1 (centres undefined),7,0.0,7,-0.3
CCC(=O)OC(CC(=O)O)C[N+](C)(C)C (centres undefined),·,0.1,-1,2.8
Cc1cc(NC(=O)CSc2nc3ccccc3c(=O)n2C2CCCC2)n[nH]1,13,-0.1,2,-1.0
COC(=O)c1sc(N2C(=O)c3oc4ccccc4c(=O)c3C2c2ccco2)nc1C (centres undefined),8,-0.1,12,-0.2
COc1ccc(OC)c(NC(=O)CSc2nnc3[nH]c(=O)c(C)nn23)c1,7,0.0,-5,0.4

In the list so far, these have a furan ring, fused or not.
smiles,TEAD-YAP inh,FBW7 act,MITF primary,GPR151 ag
Cc1cc2oc(=O)cc(-c3oc4ccccc4c3NC(=O)c3ccco3)c2cc1C,7,0.1,11,0.0
O=C(/C=C/c1ccco1)OCCOC(=O)c1ccccc1,4,0.0,-7,-0.5
O=C(/C=C/c1ccc(-c2cccc([N+](=O)[O-])c2)o1)Nc1ccc(Cl)cc1,-2,0.1,8,1.2
CCc1ccc(S(=O)(=O)N(C(=O)c2ccccc2Cl)c2ccc3oc(C)c(C(C)=O)c3c2)cc1,2,0.1,-1,0.8
Cc1oc2ccc(NS(=O)(=O)c3ccc(Cl)cc3)cc2c1C(=O)O,-7,0.0,49,0.6
Cc1cc(C(=O)N2CCCC2C(=O)O)c(C)o1 (centres undefined),-11,0.4,16,-1.4
COC(=O)c1sc(N2C(=O)c3oc4ccccc4c(=O)c3C2c2ccco2)nc1C (centres undefined),8,-0.1,12,-0.2

Already shown: an excerpt of the list.
smiles,TEAD-YAP inh,FBW7 act,MITF primary,GPR151 ag
COC(=O)c1sc(N2C(=O)c3oc4ccccc4c(=O)c3C2c2ccco2)nc1C (centres undefined),8,-0.1,12,-0.2
COc1ccc(OC)c(NC(=O)CSc2nnc3[nH]c(=O)c(C)nn23)c1,7,0.0,-5,0.4

Screens from PubChem.
